Nrf2 inh: blocks Nrf2 signaling | 2.1% of 360,000 active | Potency, µM (top dose mostly 46 µM), without a hit: at the top dose activity change, negative = inhibition, actives largely listed as inhibitors | A549 ARE-Fluc reporter, luciferase luminescence, 18-24 h; also: potency is read from the fitted curve at half-maximal effect; % is scaled to controls: 0 for no effect and ±100 for the full control effect; nearly all actives have a fitted effect of over 60% in size
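Reporter: ARE-Fluc in A549. Exposure: 18-24 h, 37 °C, 5% CO2, 5% FBS OPTI-MEM. Readouts: fluorescent cytotoxicity (CellTiter-Fluor), then luminescent Nrf2 signal after BugLite.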
A549 viability: counter-screen for Nrf2 inhibitors: cytotoxicity in A549 cells | AID 504648 | Potency, µM (doses to about 46 µM), inactives show top-dose activity change, negative = cytotoxicity, usual class: inhibitors | 0.16% of 390,000 active | A549 ARE-Fluc cells, CellTiter-Fluor viability, 18-24 h; also: potency is read from the fitted curve at half-maximal effect; % is scaled to controls: 0 for no effect and ±100 for the full control effect
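A549 ARE-Fluc cells in 5% FBS OPTI-MEM, 5000 cells/well, rested 2 h then exposed to compounds in concentration-response for 18-24 h at 37 °C. Viability by CellTiter-Fluor fluorescence (Ex 405/Em 525) after 30 min; luciferase luminescence (BugLite, 15 min, RT) read afterwards.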
HepG2 viability: kills HepG2 cells in TGF-b inhibitor counter-screen | HepG2 CAGA-GFP viability, ATP luminescence, 18 h | Potency, µM (series often up to 46.1 µM), inactives show top-dose activity change, negative = cytotoxicity, hits mostly cytotoxic | 0.76% of 410,000 active | AID 588856; also: potency is read from the fitted curve at half-maximal effect; some results filed as inactive show a strong effect at the top dose
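CellTiter-Glo luminescence gave cytotoxicity after 18 hours at 37 degrees C. The cells were HepG2 CAGA-GFP in 1% FBS DMEM, stimulated with 500 pg/mL TGF-beta after compound addition. %Activity was normalised to no-cell wells (complete cell-killing) and DMSO (no toxicity), and curves were fitted and classified.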
CCT modulator: changes cytosolic chaperonin activity; purified chaperonin ATPase assay, HTRF ADP detection, 30 min; 0.3% of 360,000 active; activity change, % (concentration not given with the values), hits read low; AID 651819; in the data active = activity change below about -30%; also: % is scaled to controls: 0 for no effect and ±100 for the full control effect
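ATPase activity: ADP formed was measured by HTRF Transcreener (665/615 nm ratio) after 30 min at 37 deg C with 10 uM ATP. Compounds screened at one 76 uM concentration against 40 or 20 nM TRiC in Tris pH 7.4/KCl/MgCl2/DTT buffer.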
pAkt inh: Akt phosphorylation inhibition | AID 651550 | Neuro2A IGF-stimulated pAkt S473 HTRF, 20 min; stronger effect = lower value | 0.32% of 360,000 active | activity change, % for hits at 50 µM; in the data active = activity change below about -80%; inconclusive = mostly about -51% to -80%; also: % is scaled to controls: 0 for no effect and ±100 for the full control effect
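Neuro2A cells (4,500/well, DMEM with 0.5% FBS) were treated with compound at a single 50 µM final concentration, stimulated with 6 nM IGF for 20 min at 37 °C, and lysed. Phospho-Akt Ser473 was read by HTRF as 665/615 ratio ×10^4.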
TGFb inhibitor: inhibitors of TGF-b signaling. 1.2% of 410,000 active. HepG2 CAGA-GFP TGF-b/SMAD3 reporter, GFP fluorescence, 18 h; TGF-beta stimulated, 500 pg/mL final. Potency, µM (series often up to 46.1 µM), for inactives: at the highest dose activity, negative = inhibition, most hits filed as inhibitors; also: potency is read from the fitted curve at half-maximal effect; % is scaled to controls: 0 for no effect and ±100 for the full control effect; nearly all actives have a fitted effect of over 65% in size
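Cell-based qHTS in HEPG2 carrying a CAGA-GFP Smad reporter; compounds added before 500 pg/mL final TGF-beta, 18 h incubation at 37 degrees C, GFP fluorescence quantified per cell by imaging cytometry.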
MmCpn inh: inhibitors of Methanococcus maripaludis chaperonin (MmCpn); purified Mm-Cpn ATPase, ADP Transcreener TR-FRET; Potency, µM (top dose mostly 76.9 µM), for the others: at the highest dose activity, negative = inhibition, most hits filed as inhibitors; 0.031% of 330,000 active; AID 504842; also: potency is read from the fitted curve at half-maximal effect; % is scaled to controls: 0 for no effect and ±100 for the full control effect; nearly all actives have a fitted effect of over 80% in size
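Quantitative HTS used 25 nM Mm-CPN and 10 uM ATP in magnesium/KCl Tris buffer, pH 7.4, with 1 mM DTT. Hydrolysis ran 30 min at 37°C; ADP was read by HTRF.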
Nrf2 activator: activates Nrf2 signaling. Potency, µM (highest dose often 46.1 µM), for inactives: at the top dose activation, most hits filed as activators. AREc32 ARE-luciferase reporter (MCF7-derived line), luminescence, 24 h. 0.31% of 410,000 active; also: potency is read from the fitted curve at half-maximal effect; % of control where 0% means no effect; nearly all actives have a fitted effect of over 65% in size
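Luciferase luminescence (Steady-Glo, 30 min at room temperature) served as the read-out of ARE activation in AREc32 cells treated with compounds for 24 hr at 37 deg C.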
ATXN viability: reduces viability in counter-screen for ATXN expression inhibitors; 0.49% of 400,000 active; Potency, µM (titrated, usually from 56.7 µM), actives largely listed as cytotoxic; AID 651635; S2 cells (HEK-293 line with an ATXN2-luciferase reporter) viability, CellTiter-Fluor protease fluorescence, 24 h; also: potency is read from the fitted curve at half-maximal effect; nearly all actives have a fitted effect of over 40% in size
The depositor's hits bear a star; i = inactive; u = inconclusive; x = not tested or not shown; [ ] = another dose, or the depositor's remark. Unless noted, calls follow the shape of the dose curve; as a rule, active = well fitted curve in the direction sought with a large enough effect; inconclusive = small, poorly fitted or top-dose-only effect, or another doubt; inactive = no such curve, though single readings can be large; an effect the other way counts as inactive or inconclusive.

SMILES | Nrf2 inh | A549 viability | HepG2 viability | CCT modulator | pAkt inh | TGFb inhibitor | MmCpn inh | Nrf2 activator | ATXN viability
COc1ccc(/C=C\C(=O)O[C@@H]2C(O)C(O[C@@H]3OC(C)[C@H](O[C@@H]4OCC(O[C@H]5O[C@H](CO)[C@@H](O)C(O)C5O)C(O)C4O)C(O)C3O)[C@H](OC(=O)[C@]34CCC(C)(C)C[C@@H]3C3=CCC5[C@@]6(C)CC(O)C(O[C@@H]7OC(CO)C(O)[C@H](O)[C@H]7O)[C@@](C)(C(=O)O)C6CC[C@@]5(C)[C@]3(CO)CC4)O[C@H]2C)cc1 (stereo partly drawn) | u | u | -110% | -1.5 | i | u | -5% | -0.5% | 11µM*
Cc1nc2c([N+](=O)[O-])c(C)c(C)cc2[nH]1 | -23% | 4% | -16% | -5.2 | i | -3% | 0% | 4.0% | u
CC1CCN(CCCOc2ccc(OCc3ccccc3)cc2)CC1 | 0% | u | -30% | -4.3 | i | -6% | -2% | 3.4% | u
Cc1ccc(C(=O)N2CCc3ccccc32)o1 | u | 7% | -11% | -4.8 | i | 2% | 1% | 7.9% | i
CCCCC1=CC2=C(c3ccco3)C(=O)C(C)(OC(=O)c3ccc(OC)cc3)C(=O)C2=CN1CCOC (stereo not drawn) | -8% | -15% | 0% | -2.4 | i | 3% | -2% | 0.4% | i
COc1ccc(-c2cc(C(F)(F)F)nc(-n3cc(Br)cn3)n2)cc1 | u | 4% | -18% | -0.6 | i | -11% | -2% | 0.2% | i
CC(C)(C)N(NC(=O)c1ccccc1)C(=O)c1ccc(C(=O)N(NC(=O)c2ccccc2)C(C)(C)C)cc1 | 15% | -16% | 13% | 1.9 | i | 4% | -23% | -0.6% | i
CCOc1ccccc1NC(=O)C(OC(=O)c1cnc(C)cn1)c1ccccc1 (stereo not drawn) | x | x | -2% | 2.7 | i | -7% | x | 5.0% | i
COc1ccccc1CN1CC(C(=O)NCCSc2nnnn2C)CCC1=O (stereo not drawn) | 7% | 1% | 0% | -3.5 | i | 12% | -1% | -0.2% | i
O=C(Cn1cc(SCc2c(F)cccc2Cl)c2ccccc21)N1CCCCC1 | u | -1% | -7% | x | x | -20% | x | 6.2% | x
O=S(=O)(Nc1ccc(-c2nc3cccnc3s2)cc1)c1ccccc1F | u | 4% | -31% | -1.0 | i | -32% | -15% | 2.9% | i
Cc1cc(C)c2c(CC(=O)Nc3ccc(S(=O)(=O)N4CCCCC4)cc3)coc2c1 | u | -15% | -18% | x | x | u | x | -0.2% | u
CS(=O)(=O)Nc1ccccc1Oc1ccccc1 | -7% | -5% | 3% | 1.0 | i | 3% | 1% | 2.6% | i
Cc1c(C(=O)Nc2ccc(-n3cnnn3)cc2)oc2ccccc12 | -1% | 4% | -36% | -2.1 | i | 0% | 1% | 2.7% | i
CCOc1cc(C2C3=C(CCCC3=O)N(C)C3=C2C(=O)CCC3)cc(Cl)c1O | 17% | 0% | -7% | 1.0 | i | 0% | 0% | 0.2% | i
Cc1oc2ncnc(N3CCOCC3)c2c1C(=O)NCc1ccccc1 | u | -4% | 7% | x | x | 6% | x | -0.2% | x
O=C(NCCC1=CCCCC1)C(=O)NCC1OCCCN1S(=O)(=O)c1ccccc1 (stereo not drawn) | -6% | 0% | 8% | -3.1 | i | 1% | -5% | -0.1% | i
COc1ccc(-c2[nH]nc3oc(=O)c(CCO)c(C)c23)cc1 | -16% | -3% | -15% | -1.1 | i | -26% | 4% | -1.0% | i
S=c1[nH]ncn1/N=C/c1cccc(Oc2ccccc2)c1 | -8% | -3% | -12% | 0.7 | i | -20% | 1% | -0.1% | i
COc1ccc(CN(C(=O)Nc2cc(C)ccc2C)C2CCN(C(C)=O)CC2)cc1 | 12% | -4% | -24% | x | x | -28% | x | 0.1% | i
CC(C)NC(=O)c1cc2c(s1)CCCC2 | 16% | 1% | -6% | -1.9 | i | -10% | 1% | -0.5% | i
Cc1ccc(S(=O)(=O)N2C[C@H]3[C@H]4C(=O)N(c5ccccc5)C(=O)[C@H]4C[C@H](OC(=O)NC4CC4)[C@@]3(O)C2)cc1 | x | x | -37% | 0.0 | i | 0% | x | -0.5% | i
COc1cccc(CNC(=O)Cn2c(=O)c3cccn3c3ccccc32)c1 | u | 1% | 8% | 1.0 | i | 26% | -2% | -0.4% | u
CCN1CCN(c2c(C(=O)c3ccc(OC)cc3)cnc3ccccc23)CC1 | 0% | -4% | -7% | -0.8 | i | 3% | -2% | -0.1% | i
O=C(CN(C(=O)CNC(=O)c1cccs1)c1ccc2c(c1)OCCO2)NC1CCCC1 | 9% | 13% | -6% | 1.3 | i | 0% | -2% | 1.4% | i
Cc1ccc(Nc2c([N+](=O)[O-])c(=O)oc3ccccc23)cc1 | 18µM* | u | -16% | 0.0 | i | -12% | 0% | u | i
OC(c1ccccc1)c1cccnc1 (stereo not drawn) | 0% | -7% | -13% | -3.6 | i | 0% | -1% | -0.8% | i
Cc1ccc(C(=O)CCC(=O)CCC(=O)O)cc1 | 1% | -1% | -1% | -2.6 | i | 6% | x | -0.6% | i
Cc1cc(C)cc(-n2ccn(CC(=O)Nc3cc(C)ccc3C)c(=O)c2=O)c1 | 8% | 2% | 1% | x | x | 5% | x | 0.6% | x
CC1Cc2cc(/C(O)=C3/C(=O)C(=O)N(Cc4cccnc4)C3c3cccc(O)c3)ccc2O1 (stereo not drawn) | 6% | 5% | 5% | -79* | x | -4% | 1% | 0.4% | i
COc1ccc(CCn2nnnc2C(c2ccc(C)cc2)N2CCN(C)CC2)cc1OC (stereo not drawn) | -2% | 4% | 1% | 0.2 | i | 13% | 0% | -0.4% | i
Cc1ccc(C(=O)NC(=S)Nc2ccc(-c3cc4ccccc4oc3=O)cc2)c(C)c1 | u | -1% | 1% | -3.0 | u | -8% | 0% | -2.9% | i
CCOC(=O)c1cc(-c2ccccc2)n(CC(=O)N(C)c2ccc(OC)cc2)c1C | x | -10% | -40% | x | x | u | x | 4.5% | x
CC(C)n1nnnc1SCC(=O)NNC(=O)C1CCCCC1 | -2% | -6% | -4% | -1.4 | i | -5% | -2% | 0.3% | u
COc1ccc(-n2c(Cn3c(=O)sc4ccccc43)nnc2SCC(N)=O)cc1 | -10% | 7% | 0% | 0.2 | i | 9% | 2% | 0.2% | u
CCCCCCNC(=O)c1cccc(-c2ccc(C)c3ccccc23)n1 | -16% | 11% | 6% | 1.9 | i | -2% | -1% | 0.1% | i
CCCCNC(=O)C1CC(=O)N(CCc2ccc(C)cc2)C1 (stereo not drawn) | -5% | 0% | 5% | -1.7 | i | 12% | -1% | -0.3% | i
O=C(NCC1CCCO1)NC1CCCCC1 (stereo not drawn) | 11% | 15% | 4% | -1.3 | i | -15% | 2% | 0.2% | i
CCOC(=O)c1cnc2ccc(C(=O)OC)cc2c1Nc1ccc2c(c1)OCCO2 | -4% | -3% | -3% | -0.4 | i | -8% | -6%[15.4 µM] | 0.0% | i
CC(=NNc1ccccc1)C(C)=NNc1ccccc1 | 4% | 0% | 9% | -0.5 | i | 12% | x | 2.2% | i
Cc1ccnc(NS(=O)(=O)c2ccc(NC(=O)c3ccc(S(=O)(=O)N4CCCC4)cc3)cc2)n1 | -18% | 5% | -3% | -1.7 | i | 1% | 0% | 2.2% | i
CCCSc1nnc2n(-c3cccc(C)c3)c(=O)c3c4c(sc3n12)CCCC4 | -18% | -19% | -2% | x | x | 19% | x | -1.1% | u
COc1cc(F)ccc1-c1csc(C(C)(NC(C)=O)c2ccccc2)n1 (stereo not drawn) | x | x | -20% | -0.2 | i | -2% | x | 0.8% | i
CC1(C(=O)O)CCN1C(=O)c1cccnc1Oc1ccccc1 (stereo not drawn) | x | x | -1% | 1.9 | i | -7% | x | 0.5% | i
Cc1c(C#N)c(N)nc2c3c(sc12)NC(=O)CC3c1ccc(Cl)cc1 (stereo not drawn) | -29% | -8% | -93% | -2.6 | i | u | 0% | -0.1%[9.22 µM] | u
CS(=O)(=O)c1ccc(Cl)c(NC(=O)CN2CCN(C(=O)c3cccs3)CC2)c1 | -3% | -3% | 5% | -1.7 | i | 9% | 0% | -0.9% | i
O=C(C[C@@H]1C/C=C\C[C@@H](Cc2ccc(F)cc2)C(=O)OC[C@@H](Cc2ccccc2)NC1=O)N[C@H](CO)Cc1ccccc1 | -3% | -2% | -34% | -1.8 | i | u | 1% | -0.8% | i
CC(C)=CC(=O)NCc1c(Cl)cccc1-n1cccc1 | -17% | 10% | -1% | -2.2 | i | -21% | 1% | 0.2% | i
CCOC(=O)c1c(S(=O)(=O)N2CCC(C(=O)NCc3ccccc3Cl)CC2)c(C)n(C)c1C | x | -8% | -4% | x | x | u | x | -0.5% | i
COc1ccc2cc3c(N)nn(C(=O)C4CCC(C(C)(C)C)CC4)c3nc2c1 (stereo not drawn) | u | u | 8% | -2.9 | i | u | 3% | -2.5% | i
Oc1ccccc1C1C=C(c2ccc3c(c2)OCO3)NC(c2cccc(Br)c2)N1 (stereo not drawn) | 18% | 2% | -93% | x | x | u | x | x | x
COc1cc(CNC2CCCCCC2)cc(OC)c1 | 1% | 3%[1.84 µM] | 3% | 2.6 | i | -6% | 2% | -0.4% | i

Compound activity: PubChem BioAssay, National Center for Advancing Translational Sciences (NCATS)
